# FXIIa mix inh: inhibitors of human coagulation factor XIIa, pooled mixtures; P00748; purified FXIIa, fluorogenic substrate; inhibition, % at 5 µM; 62,000 compounds, 0.2% hits;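 further: 0% = enzyme without compound and 100% = no enzyme blank; some results filed as inactive read as strong as hits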
# Cathepsin G inh: blocks human cathepsin G enzyme activity | P08311 | purified enzyme, AMC-tetrapeptide fluorescence, pooled mixtures | inhibition, % at 5 µM (by protocol) | 62,000 compounds, 0.2% hits;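 active means inhibition above 20% in each of the two mixture wells holding the compound; inactive means inhibition of 20% or less in either well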;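 further: 0% = enzyme control without mixture and 100% = blank lacking enzyme; strong numbers were not always called active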
# Target sequence (P08311 21-244 limits assumed): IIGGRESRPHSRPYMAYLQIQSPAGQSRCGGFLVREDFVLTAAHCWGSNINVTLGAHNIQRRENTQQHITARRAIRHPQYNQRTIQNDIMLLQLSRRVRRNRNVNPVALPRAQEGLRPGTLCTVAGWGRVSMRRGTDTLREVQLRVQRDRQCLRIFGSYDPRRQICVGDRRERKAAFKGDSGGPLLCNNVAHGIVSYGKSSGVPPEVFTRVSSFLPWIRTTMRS
# CatL block: inhibitors of human cathepsin L; inhibition, %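 (tested at 10 µM)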; purified cathepsin L, fluorogenic substrate, fluorescence; P07711; 58,000 compounds, 0.17% hits; in the data active means inhibition above about 45%;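 further: 0% = enzyme with no compound and 100% = no enzyme blank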
# C1s block: blocks human complement C1s protease activity; P09871; purified C1s, fluorogenic AMC substrate, pooled mixtures; mean inhibition % of two 10-compound mixtures (hits give high values), % at 5 µM (by protocol); 62,000 compounds, 0.16% hits; AID 538;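 active means inhibition above 20% in each of the two 10-compound mixture wells holding the compound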;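 further: 0% = enzyme wells lacking compound mixture and 100% = no-enzyme blank wells; some compounds called inactive have numbers as strong as hits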
# FXIa mix inh: factor XIa (human) inhibition, mixture screen. P03951. purified FXIa, fluorogenic substrate, pooled mixtures. inhibition, % at 5 µM. 62,000 compounds, 0.19% hits. AID 680;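 further: each value is inhibition by a whole ten-compound pool holding the compound; 0% = enzyme with no mixture and 100% = wells lacking enzyme; strong numbers were not always called active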
# JNK3 blocker: inhibitors of human JNK3 kinase; purified JNK3 kinase activity, HTS; inhibition, % at 8 µM; 60,000 compounds, 0.61% hits; in the data active means inhibition above about 17%;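 further: 0% = DMSO and 100% = reference inhibitor; many of its hits are not listed in these tables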
# Target sequence (P53779 whole entry, looked up): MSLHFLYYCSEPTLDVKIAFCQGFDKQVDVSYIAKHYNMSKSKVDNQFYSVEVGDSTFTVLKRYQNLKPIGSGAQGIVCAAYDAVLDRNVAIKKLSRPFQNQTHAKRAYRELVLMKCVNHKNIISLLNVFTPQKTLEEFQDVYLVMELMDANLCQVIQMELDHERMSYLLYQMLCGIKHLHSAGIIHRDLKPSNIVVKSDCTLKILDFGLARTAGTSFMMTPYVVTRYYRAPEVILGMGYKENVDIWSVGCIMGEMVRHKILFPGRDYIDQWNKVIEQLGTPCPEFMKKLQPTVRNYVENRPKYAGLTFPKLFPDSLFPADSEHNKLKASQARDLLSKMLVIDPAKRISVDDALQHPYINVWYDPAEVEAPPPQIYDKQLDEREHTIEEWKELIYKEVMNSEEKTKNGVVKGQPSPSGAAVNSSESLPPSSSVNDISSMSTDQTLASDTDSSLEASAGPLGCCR
# PKA inh: PKA (human) kinase inhibition; inhibition, % at 6 µM; P17612; 65,000 compounds, 0.1% hits; PKA Kemptide phosphorylation, Kinase-Glo ATP luminescence; AID 524;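 active means inhibition above the screen-wide mean inhibition plus 3 SD, cut at about 21% in these data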; further: many of its hits are not listed in these tables
# CatS inh: blocks human cathepsin S protease activity | P25774 | recombinant cathepsin S, AMC dipeptide fluorescence, pooled mixtures | inhibition, %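 (tested at 5 µM per compound within 10-compound mixtures)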 | 62,000 compounds, 0.06% hits | AID 501; in the data active means inhibition above about 32%, passing the limit was not always enough;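 further: 0% = enzyme without compound and 100% = blank without enzyme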
# Target sequence (P25774 115-331 limits assumed): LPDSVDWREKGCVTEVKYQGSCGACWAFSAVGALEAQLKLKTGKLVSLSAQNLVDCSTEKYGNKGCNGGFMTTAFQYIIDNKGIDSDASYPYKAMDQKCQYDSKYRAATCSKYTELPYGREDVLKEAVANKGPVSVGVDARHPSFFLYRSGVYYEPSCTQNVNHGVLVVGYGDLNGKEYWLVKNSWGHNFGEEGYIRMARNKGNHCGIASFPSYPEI
# ROCK2 blocker: ROCK2 (human) kinase inhibition; purified ROCK2, Kinase-Glo ATP depletion luminescence; inhibition, % at 6 µM; 60,000 compounds, 0.35% hits; AID 604;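 active means inhibition above the screen-wide mean inhibition plus 3 SD, cut at about 18% in these data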;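 further: plate controls were DMSO wells for no effect and Y-27632 control wells after no-enzyme background subtraction for full effect; many of its hits are not listed in these tables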
# The depositor's hits bear a star; i = inactive; nt = no result given. Unless noted, no stated cut-off is given here; in the data, active means inhibition above about 20% (passing the limit was not always enough); inactive means the rest.
SMILES,FXIIa mix inh,Cathepsin G inh,CatL block,C1s block,FXIa mix inh,JNK3 blocker,PKA inh,CatS inh,ROCK2 blocker
CC(C)(C)CC(=O)Nc1nnc(-c2cccs2)s1,6,4,12,-23,-1,-4,14,-4,11
COc1ccc(S(=O)(=O)N2CCCC(C(=O)N3CCN(C)CC3)C2)cc1C (centres undefined),-12,14,-1,19,8,-2,-4,-4,-1
CCN(CC)C(=O)C1CCN(Cc2cccc(OCc3ccccc3)c2)CC1,0,-5,-14,1,6,3,11,-3,0
Cc1cnnc2c1-c1nonc1CC2,4,12,4,13,3,5,5,-11,1
COc1ccc(S(=O)(=O)Nc2c(C)n(C)n(-c3ccccc3)c2=O)cc1,-1,-11,nt,-41,4,-2,3,7,-8
O=C(CC1Oc2ccccc2NC1=O)NCCCN1CCOCC1 (centres undefined),-8,8,5,8,1,1,2,-9,5
Cc1cc(NC(=O)c2cc(-c3ccccc3)on2)n(-c2ccccc2)n1,-18,-7,nt,-9,8,12,8,11,-4
Cc1ccc2c(c1)N(CCCC(=O)NCCCN1CCCC1=O)C(=O)CO2,9,10,-3,6,3,2,5,19,-1
O=C1CCC(=O)N1c1nc2n(n1)C(c1ccccc1)C=C(c1ccc(Br)cc1)N2 (centres undefined),nt,nt,5,nt,nt,6,2,nt,0
CCOC(=O)N1CCN(S(=O)(=O)c2cc(OCC)ccc2OCC)CC1,8,-6,-4,-22,7,-1,-1,-1,-5
CC(=O)c1c(N2CCCCC2)nc(=S)n(-c2ccccc2)c1C,2,-10,nt,-93,-6,-7,5,1,0
O=C1CSC(c2cn(-c3ccccc3)nc2-c2cccs2)N1CC1CCCO1 (centres undefined),3,11,6,8,7,8,4,4,2
COc1cc(C(=O)N(Cc2ccco2)Cc2cc3ccccc3[nH]c2=O)cc(OC)c1OC,12,4,1,3,12,0,-4,-2,-4
Cc1cccc(OCC(O)CN2C(C)(C)CC(O)CC2(C)C)c1C (centres undefined),-1,9,nt,-4,-4,-3,7,-3,5
COCCNC(=O)CS(=O)(=O)Cc1nc(-c2ccc(C)cc2)oc1C,3,6,nt,5,9,5,10,2,2
Cc1nc2nc(SCC(N)=O)[nH]c2cc1Br,12,-2,4,-6,0,-6,-9,12,-6
Cc1[nH]c2ccccc2c1C(=O)CN1CCCC1,0,10,12,14,10,-6,8,9,4
Cc1ccccc1-n1nc2c(c1NC(=O)c1ccc(S(=O)(=O)N(C)C)cc1)CSC2,-6,2,-8,1,4,1,-6,-7,-1
COc1ccc(CCNC(=O)COC(=O)c2cnccn2)cc1,10,6,26,-18,-2,4,4,4,2
O=C1CC2CS(=O)(=O)CC2N1c1ccc(Cl)cc1Cl (centres undefined),0,5,4,4,-1,0,7,-5,5
COc1cccc(NC(=O)COC(=O)c2ccco2)c1,6,4,5,5,11,nt,6,0,nt
Cc1cc(=O)n2nc(N3CCCC(C(=O)N4CCOCC4)C3)sc2n1 (centres undefined),-19,7,-1,-4,2,-4,12,-14,4
COc1ccc(-c2cc(=O)[nH]c(NCc3ccccc3)n2)cc1,-13,10,15,16,8,0,7,-15,3
Cc1csc(NC(=O)CSc2nc3sc(C)c(C)c3c(=O)[nH]2)n1,6,-6,15,0,5,-4,11,-2,4
CCOC(=O)Cc1c(C)nc2c(-c3ccc(Cl)cc3)c[nH]n2c1=O,-9,11,nt,7,0,-2,5,8,3

# Only CatL block, for five of the compounds above:
structure,CatL block
COc1cc(C(=O)N(Cc2ccco2)Cc2cc3ccccc3[nH]c2=O)cc(OC)c1OC,1
Cc1csc(NC(=O)CSc2nc3sc(C)c(C)c3c(=O)[nH]2)n1,15
CCN(CC)C(=O)C1CCN(Cc2cccc(OCc3ccccc3)c2)CC1,-14
Cc1[nH]c2ccccc2c1C(=O)CN1CCCC1,12
Cc1cc(=O)n2nc(N3CCCC(C(=O)N4CCOCC4)C3)sc2n1 (centres undefined),-1

# New compounds follow.
SMILES,FXIIa mix inh,Cathepsin G inh,CatL block,C1s block,FXIa mix inh,JNK3 blocker,PKA inh,CatS inh,ROCK2 blocker
Cc1cc(=O)oc2cc(OC(C)C(=O)N3CCCc4ccccc43)ccc12 (centres undefined),19,6,8,3,10,-4,-4,2,0
O=C(O)C(c1ccccc1)N1CCCC1 (centres undefined),3,0,6,-10,7,nt,-3,1,nt
Cc1c(Cl)ccc2c1NC(=O)[C@]21N[C@@H](CCC(N)=O)[C@H]2C(=O)N(c3ccc(F)cc3)C(=O)[C@H]21,-17,-10,15,-9,6,-4,-2,8,-7
Nc1ccccc1-c1nc2ccccc2[nH]1,4,-4,-23,-32,2,-14,-5,-12,-6
COc1cc(OC)cc(C(=O)N2CCN(S(C)(=O)=O)CC2)c1,0,4,-7,-33,0,-3,11,-11,11
Cc1nc(COC(=O)c2ccc(CO)cc2)cs1,-11,6,-3,12,9,-6,0,-3,-4
CC(C)CCOc1cccc(C2c3c(oc4ccccc4c3=O)C(=O)N2CCCN2CCOCC2)c1 (centres undefined),8,-4,nt,-2,7,-1,-8,13,-2
COc1ccc(OC)c(Nc2cc(C)nc3nc(C)nn23)c1,-1,-13,nt,-22,2,-5,7,1,1
CCOC(=O)C1C2C=CC3(CN(C4CCCC4)C(=O)C13)O2 (centres undefined),1,11,10,15,5,5,11,10,0
CCOc1ccc(CSC2=NCCN2)cc1Cl,-14,-3,-12,-5,4,-3,1,-4,1
CCOc1ccc(-n2c(SCC(=O)Nc3ccc(OC)cc3OC)nc3c(c2=O)SCC3)cc1,11,16,-4,18,6,-1,-2,-4,-4
O=C(Nc1nc(-c2nc3ccccc3s2)cs1)C1CC1,5,-2,1,3,3,7,3,-1,4
CCOc1ccccc1C1N(c2ccc(F)cc2)C(=O)C2CCCN21 (centres undefined),-2,3,1,4,4,0,-5,-1,-1
CC(C)CNC(=O)CSc1nnc(-c2ccccn2)n1Cc1ccccc1,4,-3,9,-5,6,-3,-2,-2,-4
Cc1nc(-c2cccc(S(=O)(=O)N3CCOCC3)c2)cs1,10,9,6,7,5,-3,8,3,6
Cc1csc2nc(CNC(=O)c3cccc(C(F)(F)F)c3)cn12,5,5,-9,-8,5,4,-6,15,-2
O=C(NCCCN1CCOCC1)c1cc(-c2ccc(Cl)cc2)on1,5,2,7,5,8,-4,12,0,9
Cc1ccc(-c2nnc(-c3ccc(Br)cc3)o2)o1,3,-2,0,-86,15,-6,4,10,3
CCC1=NC(c2ccccc2Cl)N(O)C1(C)C (centres undefined),-1,-5,19,-29,-8,1,15,-1,4
O=C(NCCCN1CCOCC1)c1ccc(S(=O)(=O)N2CCOCC2)cc1,11,10,12,0,7,-4,-6,15,1
O=C(O)c1ccc(F)c(S(=O)(=O)Nc2ccccc2Cl)c1,-5,13,3,14,8,-3,-3,-5,-7
CC(C)C(=O)Nc1cccc(C(=O)NCCc2ccc(S(N)(=O)=O)cc2)c1,-1,-2,5,-6,10,-5,-8,14,-2
Cn1c(=O)cc(SCC(=O)N2CCN(Cc3ccc4c(c3)OCO4)CC2)c2ccccc21,-16,9,2,16,4,-8,-3,24,-5
N#CCCN1CCn2c1nc1ccccc12,1,8,2,13,4,5,6,-8,7
COc1nc(Nc2cccc(C)c2)nc(N2CCCCC2)n1,1,1,8,-45,-14,0,13,-10,11
SMILES,FXIIa mix inh,Cathepsin G inh,CatL block,C1s block,FXIa mix inh,JNK3 blocker,PKA inh,CatS inh,ROCK2 blocker
CCN(CC)CCCN1C(=O)C(O)=C(C(=O)c2ccco2)C1c1cc(OC)ccc1OC (centres undefined),-7,-11,1,-38,0,7,-5,15,-6
CCOc1ccccc1Nc1nc2ccccc2n2cnnc12,2,0,nt,-22,5,6,2,1,4
CCC1(CC)NC(=O)N(CC(=O)OCn2nnc3ccccc3c2=O)C1=O,5,-2,-4,-7,8,-1,-2,0,0
CCc1ccc(Nc2cc(=O)n(C3CCCCC3)c(=O)[nH]2)cc1,-2,-14,1,-49,-16,2,13,-6,6
CCc1nnc(NC(=O)c2ccc(S(=O)(=O)N(CC)Cc3ccccc3)cc2)o1,11,-16,-3,-30,-3,-3,11,1,5
COc1ccccc1OCCCCNC(C)(C)C,-12,9,25,5,1,2,6,2,7
CC1CCN(CCc2nc3cc(NC(=O)Nc4ccccc4)ccc3n2C)CC1,-23,27,26,4,3,-4,9,-1,5
CS(=O)(=O)N1CCN(C(=O)Cc2ccccc2)CC1,2,9,-1,6,4,8,3,0,5
CCOc1cc(N2CCOCC2)c(OCC)cc1NC(=O)COc1cccc2cccnc12,4,7,-11,-13,4,0,0,4,1
Cc1c(C(=O)Nc2ccc(F)cc2)oc2ccc(S(=O)(=O)N3CCC4(CC3)OCCO4)cc12,1,-1,-3,-75,-12,-7,7,-7,2
CCOc1ccccc1C(=O)N(C)Cc1cc2cc(OC)ccc2[nH]c1=O,3,-5,-11,-49,4,-2,-2,11,0
COC(=O)c1ccc(Cn2nnc3ccccc3c2=O)o1,-16,-3,-8,-4,6,-8,-8,-4,-4
CS(=O)(=O)N1CCN(c2nc(-c3ccc(F)cc3)cs2)CC1,3,-3,13,-22,-3,0,12,1,4
CC(C)OCCCNS(=O)(=O)c1ccc2c(c1)OCCO2,3,6,15,3,14,3,-1,6,2
C=CCn1c(SCc2cccc(C#N)c2)nnc1-c1ccccc1O,-8,4,-4,2,4,-1,11,3,4
CCOC(=O)CCCCC(=O)c1[nH]c(=O)[nH]c1CSc1nc2ccccc2[nH]1,5,10,14,2,3,-42,4,12,5
CC(Nc1cc(=O)n(C)c(=O)n1C)c1ccccc1 (centres undefined),5,-4,-4,-8,5,4,4,-7,2
C#CC(C)(CC)NC(=O)Cn1nnc(-c2ccc(S(C)(=O)=O)cc2)n1 (centres undefined),0,9,14,11,13,-7,8,3,5
COc1cccc(OCCOc2cccc(/C=N/n3cnnc3)c2)c1,2,-5,nt,-39,4,nt,-4,-12,nt
Cn1nc(CC(=O)Nc2ccc3c(c2)OCCO3)c2ccccc2c1=O,4,8,2,15,11,4,14,-6,7
C=CCn1c(O)c(C2=c3ccccc3=NC2=O)s/c1=N/c1nccs1,-20,10,10,10,8,-4,8,0,-2
COC(=O)c1ccc(OCCN2C3=NCCN3c3ccccc32)cc1,3,2,26,-21,5,-3,2,7,1
CC1CCCCN1C(=O)CSc1nnc(-c2cccnc2)n1C1CCCCC1 (centres undefined),1,2,-5,3,10,-3,8,-1,1
Cc1cccc(N(CC(=O)NC2CCCCC2)C(=O)CCC(=O)Nc2ccccn2)c1,1,-17,0,-10,0,-4,-2,-5,0
COCc1cc(=O)n2c([nH]c3ccccc32)c1C#N,5,-1,i,-26,5,0,9,-14,6

# Looked up by compound from the entries so far:
SMILES,FXIIa mix inh,Cathepsin G inh,CatL block,C1s block,FXIa mix inh,JNK3 blocker,PKA inh,CatS inh,ROCK2 blocker
CC1CCN(CCc2nc3cc(NC(=O)Nc4ccccc4)ccc3n2C)CC1,-23,27,26,4,3,-4,9,-1,5
COc1ccccc1OCCCCNC(C)(C)C,-12,9,25,5,1,2,6,2,7

# More results:
SMILES,FXIIa mix inh,Cathepsin G inh,CatL block,C1s block,FXIa mix inh,JNK3 blocker,PKA inh,CatS inh,ROCK2 blocker
COc1ccc(OCC(=O)N2CCN(C(=O)COc3ccc(Br)cc3)CC2)cc1,6,11,4,12,11,-1,-3,6,-1
COC(=O)c1ccc(C2C(C(C)=O)=C(C)Nc3ncnn32)cc1 (centres undefined),-2,-25,-2,-31,-26,1,10,-25,6
O=C(CSc1ccc2nnc(-c3ccccc3)n2n1)N1CCN(c2ccccc2)CC1,-2,-9,23,-17,-3,5,-2,22,1
CCOC(=O)c1nnc(-c2ccccc2)o1,-1,11,9,11,-1,-5,-11,14,-1
Cc1cc2oc(=O)cc(CN3CCN(Cc4ccccc4)CC3)c2cc1Cl,4,-4,-3,-5,-2,-6,-2,-3,4
CCSc1nc2n(n1)C(c1cccc(F)c1)C1=C(CCCC1=O)N2 (centres undefined),3,5,-6,-2,5,-9,1,-5,2
O=C(Nc1nccs1)C1CCCN(S(=O)(=O)c2cccnc2)C1 (centres undefined),10,9,2,41,6,8,5,4,0

# Rows were taken by chance. Share with any hit: about 1.5%.
